RXFP1 ag – qHTS Assay for Agonists of the Relaxin Receptor RXFP1; Relaxin receptor 1 (Homo sapiens), Q9HBX9; HEK293T-RXFP1 cAMP TR-FRET, 30 min; response scale: percent of porcine relaxin response, buffer zero; Potency, µM (doses to about 57.5 µM), for the others: at the highest dose activation, hits mostly activators; 0.3% of 370,000 active; AID 2676, 2010; further: potency means the concentration at half of the fitted maximal effect; on the % scale 0 is the no-effect control and ±100 the full control effect; nearly all actives have a fitted effect of over 60% in size; many of its hits are not listed in these tables
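Agonist response is measured as cAMP accumulation in an RXFP1-transfected HEK293T line under PDE4 inhibition. Values are scaled between buffer-only and 29 nM porcine relaxin, and EC50s come from standard Hill equation fits.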
D1 potentiator – Potentiators of Human D1 Dopamine Receptor: qHTS; D(1A) dopamine receptor (Homo sapiens), P21728; HEK293 TREx D1 cells, calcium flux, dopamine EC20 potentiation; potentiation, % at 10 µM; 0.036% of 360,000 active; AID 504651, 2011; in the data active means potentiation above about 30%; further: 0% is about no effect
Target sequence (P21728 whole entry, looked up): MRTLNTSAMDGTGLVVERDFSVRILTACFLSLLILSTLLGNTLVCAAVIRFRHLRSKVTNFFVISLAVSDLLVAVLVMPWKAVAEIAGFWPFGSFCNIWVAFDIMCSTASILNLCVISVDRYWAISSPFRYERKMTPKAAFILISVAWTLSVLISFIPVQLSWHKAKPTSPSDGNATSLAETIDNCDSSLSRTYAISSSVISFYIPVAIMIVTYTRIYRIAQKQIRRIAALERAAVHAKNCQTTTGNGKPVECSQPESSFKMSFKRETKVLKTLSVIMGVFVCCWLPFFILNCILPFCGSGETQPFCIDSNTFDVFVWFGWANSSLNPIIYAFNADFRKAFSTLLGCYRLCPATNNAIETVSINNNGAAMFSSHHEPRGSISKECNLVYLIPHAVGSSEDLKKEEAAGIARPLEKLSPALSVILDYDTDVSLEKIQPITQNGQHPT
D1 ag – Allosteric Agonists of the Human D1 Dopamine Receptor: qHTS; AID 504660, 2011; 1% of 360,000 active; D(1A) dopamine receptor (Homo sapiens), P21728; activation, % at 2 µM; HEK293 T-REx D1 cells, calcium flux, agonist mode; in the data active means activation above about 30%; further: 0% is about no effect
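Tetracycline-induced HEK293 TREx D1 cells, force-coupled to calcium signalling, were dye-loaded with a no-wash calcium kit. Compound was pin-added after a 10 s baseline. Fluorescence was read kinetically at 1 cycle/s for 180 s, with calcium rises flagged as agonism.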
D2 potentiator – HTS Assay for Positive Allosteric Modulators of the Human D2 Dopamine Receptor: Primary Screen for Potentiators | D(2) dopamine receptor (Homo sapiens), P14416 | HEK293 T-REx D2, calcium flux, EC20 dopamine potentiation | potentiation, % at 10 µM | 0.34% of 340,000 active | AID 485347, 2010;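 active means potentiation over 3 SD above the plate norm, cut at about 30% in these data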; further: 0% is about no effect
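Tetracycline-induced HEK293 T-REx cells force-coupled to calcium signalling expressed D2; compounds were pin-added after a 10 s baseline, read kinetically 180 s, then an EC20 dopamine challenge followed with a further 180 s calcium read.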
Glioma ERSR ind – qHTS for Inducers of the Endoplasmic Reticulum Stress Response (ERSR) in Human Glioma: qHTS; U87-MG GRP78 promoter luciferase reporter, 16 h; 0.02% of 420,000 active; Potency, µM, inactives show top-dose activation, most hits filed as activators; further: potency means the concentration at half of the fitted maximal effect; series mostly up to about 76 µM; % of control where 0% means no effect; nearly all actives have a fitted effect of over 35% in size
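Stably transfected U87-MG glioma cells carrying a GRP78-based luciferase sensor; 16 h compound incubation. Luminescence end-point read 10 min after Bright-Glo addition at room temperature.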
LDHA inh – qHTS assay for inhibitors of human lactate dehydrogenase; L-lactate dehydrogenase A chain (Homo sapiens), P00338; purified LDHA, NADH/diaphorase-resazurin fluorescence; hits give low values; activity change, % (values are at about 110 or 230 µM); 0.15% of 480,000 active; AID 1347041, 2019; in the data active means activity change below about -30%; inconclusive means mostly about -25% to -30%;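 further: plate controls were DMSO wells for no effect and wells without enzyme for full effect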
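Remaining NADH was detected by diaphorase (0.133 mg/mL) converting 37 µM resazurin to fluorescent resorufin, read at 0 and 20 minutes. The preceding 5-minute room-temperature reaction used 2 nM LDHA, 0.2 mM sodium pyruvate and 0.06 mM NADH at pH 7.4.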
Vif-A3F inh – qHTS for Inhibitors of Vif-A3F Interactions: qHTS; Potency, µM (top dose mostly 46.1 µM), for the others: at the top dose activity, negative = active; 0.2% of 390,000 active; HeLa A3F-eYFP + Vif (tagged APOBEC3F with the HIV-1 protein that degrades it), YFP fluorescence increase; AID 602313, 2012; further: potency means the concentration at half of the fitted maximal effect; % of control where 0% means no effect; nearly all actives have a fitted effect of over 65% in size
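HeLa cells stably expressing Vif plus C-terminally eYFP-tagged A3F were seeded, incubated overnight at 37 deg C, dosed with compound, incubated overnight again at 37 deg C. Yellow fluorescence (Ex 488/Em 500-530) reported blocked Vif-mediated A3F-eYFP degradation.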
Vif-A3G inh – qHTS for Inhibitors of Vif-A3G Interactions: qHTS. AID 602310, 2012. Potency, µM (titrated, usually from 46.1 µM), without a hit: top-dose activity, negative = active, hits mostly inhibitors. 0.076% of 410,000 active. HeLa A3G-eYFP + Vif (tagged APOBEC3G with the HIV-1 protein that degrades it), YFP fluorescence, overnight;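 further: potency means the concentration at half of the fitted maximal effect; on the % scale 0 is the no-effect control and ±100 the full control effect; nearly all actives have a fitted effect of over 60% in size; hits raise eYFP signal because A3G escapes Vif-driven loss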
Target sequence (Q9HC16 whole entry, looked up): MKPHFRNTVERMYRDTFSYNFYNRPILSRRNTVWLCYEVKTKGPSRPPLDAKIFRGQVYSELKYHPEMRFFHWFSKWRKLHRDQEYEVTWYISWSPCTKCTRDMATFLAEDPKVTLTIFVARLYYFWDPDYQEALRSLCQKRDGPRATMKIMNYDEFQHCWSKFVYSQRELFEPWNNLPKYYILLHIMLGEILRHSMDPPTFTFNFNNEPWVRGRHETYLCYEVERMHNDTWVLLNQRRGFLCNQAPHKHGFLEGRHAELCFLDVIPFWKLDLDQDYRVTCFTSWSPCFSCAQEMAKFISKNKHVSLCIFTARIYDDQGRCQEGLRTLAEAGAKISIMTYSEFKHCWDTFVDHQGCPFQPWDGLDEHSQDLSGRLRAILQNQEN
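Read-out is eYFP fluorescence (Ex 488/Em 500-530) from Vif-expressing HeLa A3G-eYFP cells; more signal means A3G escaped Vif-mediated degradation. Cells plated overnight, compound pinned in, incubated overnight at 37 deg C.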
D1 antag – Antagonist of Human D 1 Dopamine Receptor: qHTS | D(1A) dopamine receptor (Homo sapiens), P21728 | HEK293 TREx D1 cells, calcium flux, dopamine EC80; hits give low values | activity change, negative = inhibition, % at 10 µM | 3.2% of 360,000 active; in the data active means activity change below about -30%; further: on the % scale 0 is the no-effect control and ±100 the full control effect
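Using tetracycline-induced force-coupled D1 Hek293 cells and a calcium dye, signals were followed for 180 s after compound, then for 180 s after EC80 dopamine, to detect inhibitors.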
* marks the source's active call; other numbers are inactive results; ? = inconclusive; / = not tested or not shown; & = joins results of further samples. Unless noted, the call rests on the fitted dose curve; in most records, active means well fitted curve in the direction sought with a large enough effect; inconclusive means small, poorly fitted or top-dose-only effect, or another doubt; inactive means no such curve, though single readings can be large; an effect the other way counts as inactive or inconclusive. A portion of the library. The share of hits here may be higher or lower than overall.

SMILES	RXFP1 ag	D1 potentiator	D1 ag	D2 potentiator	Glioma ERSR ind	LDHA inh	Vif-A3F inh	Vif-A3G inh	D1 antag
CCSc1nnc(-c2ccc(Cl)cc2Cl)o1	2.3%	-3	2	8	2%	-2	-4%	-10%	-7
Cc1cnc(NC(=O)CCNC(=O)c2ccc([N+](=O)[O-])cc2)s1	0.6%	-5	0	-7	0%	0	0%	2%	/
O=C(Nc1ccc(S(=O)(=O)NC2=NCCCCC2)cc1)c1ccc([N+](=O)[O-])s1	-0.2%	0	0	-3	-13%	-2	2%	-14%	2
CCOC(=O)N1CCN(C(=O)/C(=C/c2ccc(OC)c(OC)c2)NC(=O)c2ccccc2)CC1	-4.1%	1	3	-1	-4%	-4	9%	0%	0
COc1ccc(/C=N/NC(=O)CN2CCCCCCC2)c(C)c1C	0.0%	3	2	-4	3%	-15	4%	-2%	3
Nc1ccc(Cc2ccc(N)c(O)c2)cc1O	0.5%	-6	3	-4	2%	9	2%	-2%	9
Cc1ccc(S(=O)(=O)n2ccc3cccnc32)cc1	-2.8%	-4	-1	-3	-4%	-7	/	0%	7
NC(=O)c1cc(-c2ccccc2)nc(N2CCCCCC2)n1	-1.2%	7	9	2	-8%	-4	0%	-9%	46
Cc1oc(-c2cccc(Cl)c2)nc1CN1CCCC(C(=O)NCCc2ccc(Cl)cc2)C1 (centres undefined)	4.0%	-1	3	-6	-2%	-6	8%	-1%	4
COc1ccc(NC(=O)C2OC3OC(C)(C)OC3C3OC(C)(C)OC23)cc1 (centres undefined)	1.8%	1	0	5	-3%	-5	-5%	0%	1
Cc1ccc(S(=O)(=O)N2CCCC(C(=O)NC3CC3)C2)cc1 (centres undefined)	-1.3%	2	-4	-6	-1%	-2	-28%	-4%	-4
Cc1ccccc1N1CC(O)(c2ccccc2)[N+]2=C1SCC2 (centres undefined)	2.1%	-1	0	-3	-3%	1	-11%	0%	-4
CCc1nnc(NC(=O)CSc2nccn2-c2ccc(OC)cc2)s1	-1.6%	-1	5	14	-5%	3	-12%	10%	18
CCOC(=O)Oc1ccc2c(=O)c(Oc3cc(C)cc(C)c3)coc2c1	2.2%	-3	6	3	-8%	5	-12%	-13%	-25
COc1ccc(-c2nnc(CSc3nc4ccccc4c(=O)n3CC3CCCO3)o2)cc1OC (centres undefined)	0.2%	-3	3	-8	-6%	-12	1%	1%	7
COc1cc(/C=C/C(=O)O)cc(S(=O)(=O)Nc2ccc3cn[nH]c3c2)c1OC	0.8%	2	9	-1	-1%	6	-11%	0%	-7
CC(C)n1nccc1NC(=O)COC(=O)c1ccc(NC(N)=O)cc1	/	/	/	/	-1%	-10	?	0%	/
Cc1ccc(/C=N/n2nnnc2N)cc1	/	/	/	/	-5%	-4	-3%	-4%	/
CCOC(=O)c1ccc(NC2=CC(=O)CC(c3ccco3)C2)cc1 (centres undefined)	4.2%	-12	2	2	-2%	-4	2%	-7%	-11
COc1ccc(CC(=O)Nc2ccc(-c3cn4cccc(C)c4n3)cc2)cc1OC	0.0%	-8	0	-6	-7%	-1	-10%	-15%	16
COc1ccc(NC(=O)c2csc(C)c2)cc1OC	-0.8%	-5	1	8	1%	0	9%	-6%	-11
COc1ccc(/C(O)=C2/C(=O)C(=O)N(Cc3cccnc3)C2c2ccccn2)cc1 (centres undefined)	19%	-3	0	18	-2%	-5	-7%	3%	2
C[C@H](NC(=O)[C@@H]1CSC2c3ccccc3C(=O)N21)C(=O)NCCc1ccccc1 (some centres undefined)	-0.2%	0	2	/	-1%	-1	-4%	0%	2
O=C(Cn1c(-c2cccs2)cc2cc(Cl)ccc21)N1CCCCC1	5.8%	4	0	2	-2%	-5	6%	-1%	6
COc1ccc(N2CCN(C(=O)C(=O)c3cn(CC(=O)N4CCCCCC4)c4ccccc34)CC2)cc1	0.5%	-6	1	-1	-4%	-3	-9%	0%	-58*
Continuation:
SMILES	RXFP1 ag	D1 potentiator	D1 ag	D2 potentiator	Glioma ERSR ind	LDHA inh	Vif-A3F inh	Vif-A3G inh	D1 antag
Cc1ccc(NC(=O)CN2C(=O)NC(Cc3ccccc3)C2=O)c(Br)c1 (centres undefined)	0.6%	5	2	6	-2%	0	-4%	-3%	-10
CCOCCn1c(SC)nc2c1c(=O)[nH]c(=O)n2C	-0.5%	-3	0	/	3%	-2&-2	5%	4%	4
O=C(Nc1cnc2ccccn2c1=O)c1ccc(Cl)cc1Cl	1.2%	-3	0	-1	-6%	-4	-3%	-3%	5
O=C(O)CC(Cc1ccc(Cl)cc1)C(=O)Nc1ccc([N+](=O)[O-])cc1 (centres undefined)	0.3%	-3	4	6	2%	0	-13%	-7%	3
COc1cc(C(=O)Nc2ccc(C(=O)O)cc2)ccc1OC(C)=O	0.6%	-3	6	-5	-3%	-4	-11%	4%	-4
CC(=O)Nc1ccc2nc(SCc3ccccc3)sc2c1	5.5%	-1	5	-7	2%	-7	-7%	0%	-8
COc1ccc(S(=O)(=O)NNC(=O)C23CC4CC(CC(C4)C2)C3)cc1	2.8%	9	-1	4	-6%	-4	9%	-5%	-3
COC(=O)Nc1ccc(S(=O)(=O)N2CCC(Cc3ccccc3)CC2)cc1	2.6%	-6	2	-3	-4%	-1	/	-4%	2
CN(C)c1ccc(P(=O)(OC2CCCCC2)C(O)c2cccnc2)cc1 (centres undefined)	1.6%	3	2	0	-4%	-2	-5%	3%	17
O=C(O)c1ccc2c(c1)C(=O)N([C@H](Cc1c3ccccc3cc3ccccc13)C(=O)O)C2=O	-0.5%	-5	1	/	/	/	/	/	-12
CCOc1cccc(N)c1	0.3%	8	-3	10	-4%	2	3%	-3%	/
Cc1ccc(S(=O)(=O)N2CCC(C(=O)N3CCC[C@H]3C(=O)NC3CCS(=O)(=O)C3)CC2)cc1 (some centres undefined)	-0.7%	7	2	13	-2%	-7	1%	0%	-6
CCOCCCn1c(=S)[nH]c2cc3c(cc2c1=O)OCO3	0.5%	1	-3	0	-2%	-1	-3%	-3%	19
COc1ccccc1CCC(=O)OC(C)C(=O)Nc1c(C)n(C)n(-c2ccccc2)c1=O (centres undefined)	0.8%	3	1	23	-2%	-1	3%	-6%	-5
CC(C)Cc1nc(Cl)c(C#N)c2c1CCCC2	-3.6%	-1	3	-6	-3%	-3	1%	0%	-2
COc1ccc(NC(=O)CCC(=O)N2CCN(S(=O)(=O)c3ccc(C)cc3)CC2)c(OC)c1	0.3%	-4	0	-1	-5%	-6	1%	-4%	-24
Cc1oc2c(c(C)cc3oc(=O)c(CC(=O)N[C@@H](C)C(=O)O)c(C)c32)c1C	9.9%	-4	2	9	2%	-1	?	2%	-9
CCCN(CCC)CCCNC(=O)c1cc2c(-c3ccc(Cl)cc3)nn(C)c2s1	3.5%	-3	27	-20	2%	6	?	5%	2
Cc1ccc(S(=O)(=O)c2c(Nc3ccccc3)sc(C(=O)c3ccc4c(c3)OCO4)c2N)cc1	1.0%	-1	64*	-2	-3%	0	-5%	-26%	2
CCS(=O)(=O)CCSC(=N)N	0.4%	-3	1	6	-3%	-7	-6%	1%	0
CC(=O)Oc1c(C)c2c3c(c1OC(C)=O)[C@@H](C)CC[C@@H]3[C@@H](C)C[C@H]2C=C(C)C	2.7%	1	-2	12	-4%	10	-8%	1%	/
CC(C)(C)NS(=O)(=O)c1ccc(NS(=O)(=O)c2ccc(F)cc2)cc1	-4.0%	-2	4	-11	0%	-8	1%	0%	24

In a second layout: entries from further up
Value order: RXFP1 ag	D1 potentiator	D1 ag	D2 potentiator	Glioma ERSR ind	LDHA inh	Vif-A3F inh	Vif-A3G inh	D1 antag
Cc1ccc(NC(=O)CN2C(=O)NC(Cc3ccccc3)C2=O)c(Br)c1 (centres undefined)
  0.6%	5	2	6	-2%	0	-4%	-3%	-10
CCOCCn1c(SC)nc2c1c(=O)[nH]c(=O)n2C
  -0.5%	-3	0	/	3%	-2&-2	5%	4%	4
O=C(Nc1cnc2ccccn2c1=O)c1ccc(Cl)cc1Cl
  1.2%	-3	0	-1	-6%	-4	-3%	-3%	5
O=C(O)CC(Cc1ccc(Cl)cc1)C(=O)Nc1ccc([N+](=O)[O-])cc1 (centres undefined)
  0.3%	-3	4	6	2%	0	-13%	-7%	3
COc1cc(C(=O)Nc2ccc(C(=O)O)cc2)ccc1OC(C)=O
  0.6%	-3	6	-5	-3%	-4	-11%	4%	-4
CC(=O)Nc1ccc2nc(SCc3ccccc3)sc2c1
  5.5%	-1	5	-7	2%	-7	-7%	0%	-8
COc1ccc(S(=O)(=O)NNC(=O)C23CC4CC(CC(C4)C2)C3)cc1
  2.8%	9	-1	4	-6%	-4	9%	-5%	-3
COC(=O)Nc1ccc(S(=O)(=O)N2CCC(Cc3ccccc3)CC2)cc1
  2.6%	-6	2	-3	-4%	-1	/	-4%	2
CN(C)c1ccc(P(=O)(OC2CCCCC2)C(O)c2cccnc2)cc1 (centres undefined)
  1.6%	3	2	0	-4%	-2	-5%	3%	17
